Assay outcomes as filed in PubChem.
APJ ag: agonists of human APJ apelin receptor | P35414 | CHO-K1 APJ PathHunter beta-arrestin, luminescence; 0% DMSO wells, 100% apelin | activation, % at 20 µM | hit rate 0.11% among 330,000;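 active = activation more than six SD over the plate average, tested at 20 µM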;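 also: 0% = DMSO alone and 100% = apelin-13 at 10 nM; some results filed as inactive read as strong as hits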
Target sequence (P35414 whole entry, looked up): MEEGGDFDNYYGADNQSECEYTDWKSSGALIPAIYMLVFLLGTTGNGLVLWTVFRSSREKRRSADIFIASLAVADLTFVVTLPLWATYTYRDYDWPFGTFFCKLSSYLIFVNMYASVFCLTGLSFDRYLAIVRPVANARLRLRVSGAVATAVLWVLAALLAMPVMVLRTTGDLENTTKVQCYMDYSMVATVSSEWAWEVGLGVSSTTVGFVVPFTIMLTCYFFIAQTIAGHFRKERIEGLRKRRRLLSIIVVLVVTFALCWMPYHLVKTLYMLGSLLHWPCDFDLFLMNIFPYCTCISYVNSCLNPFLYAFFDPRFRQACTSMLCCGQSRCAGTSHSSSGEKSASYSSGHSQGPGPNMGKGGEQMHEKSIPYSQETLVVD
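Test system: CHO-K1 APJ beta-arrestin complementation cell line | Compound: Single test compound dose, 20 µM final, 1% DMSO | Incubation: Compound 90 min 25 °C, reagent 1 h | Measured by: beta-gal luminescence | Read-out basis: APJ–arrestin association signal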
NLRP3 yeast inh: blocks the NALP3 inflammasome reconstituted in yeast; Yeast reconstituted NLRP3/ASC/caspase-1, beta-gal luminescence, 24 h; inhibition, % at 10 µM; hit rate 0.39% among 330,000;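 active = inhibition of 50% or more; inactive = inhibition below 50%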;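 also: plate controls were induced DMSO wells for no effect and uninduced yeast grown without galactose for full effect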
beta cell repl: inducers of beta-cell replication in MIN6 cells. MIN6 cells proliferation, ATPlite luminescence, 48 h; cells starved in 0.2% serum; 100% = growth in 10% serum. proliferation, % at 10 µM. hit rate 0.29% among 330,000. AID 2380;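 active = compounds whose signal lies at least 3.5 SD above the mean of all wells on their plate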;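 also: 0% = DMSO-treated cells in low-serum medium and 100% = 10% serum control; some compounds called inactive have numbers as strong as hits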
tim10-1 inh: growth inhibitors of tim10-1 mutant yeast | hit rate 2.2% among 330,000 | S. cerevisiae tim10-1 ts strain growth, BacTiter-Glo, 24 h | inhibition, % at 20 µM | AID 463190;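 active = inhibition of at least 40%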;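 also: mutant grown at 25 °C; 0% = DMSO wells with yeast and 100% = wells holding no yeast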
TIM10 inh: inhibits growth of TIM10 yeast strain. inhibition, % at 10 µM. S. cerevisiae TIM10 strain growth, BacTiter-Glo luminescence, 24 h. AID 463195. hit rate 1.4% among 330,000;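 active = inhibition of 40% or more at the single tested concentration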;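 also: wild-type TIM10 isogenic control strain grown at permissive 25 °C; 0% = DMSO yeast wells and 100% = minimal medium wells without yeast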
tim23-1 inh: inhibits growth of tim23-1 mutant yeast; S. cerevisiae tim23-1 growth, BacTiter-Glo luminescence, 24 h; inhibition, % at 20 µM; hit rate 1.3% among 330,000;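 active = growth inhibition of the mutant yeast at or above 50%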;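 also: temperature-sensitive mutant grown at 25 °C; plate controls were DMSO-treated mutant yeast for no effect and medium wells lacking yeast for full effect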
APJ antag: antagonists of human APJ apelin receptor | P35414 | CHO-K1 APJ beta-arrestin complementation, luminescence | inhibition, % at 20 µM | hit rate 0.32% among 330,000 | AID 2521;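 active = inhibition above about 40% at 20 µM, limit read from the data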;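 also: cells challenged with 10 nM apelin-13 agonist together with compound; plate controls were apelin-13 plus DMSO wells for no effect and DMSO wells lacking apelin-13 for full effect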
NR3A LBD binder: modulators (binders) of human NR3A ligand-binding domain. hit rate 2.5% among 340,000. NR3A LBD differential scanning fluorimetry, Tm shift; 0% = protein alone, 100% = glycine-bound protein. Tm shift relative to glycine control, % at 25 µM;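 active = melting temperature shift of at least 10% of the positive control shift, at one fixed dose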
MPTP inh: permeability transition pore inhibition | inhibition, % at 10 µM | AID 602449 | isolated mouse mitochondria, Ca2+ swelling absorbance, 30 min | hit rate 1.4% among 360,000;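 active = inhibition of 50% or more, scaled per plate between neutral and stimulator controls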;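 also: 0% = DMSO wells given calcium and 100% = 1 mM EGTA wells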
The depositor's hits bear a star; . = not tested or not shown.

SMILES	APJ ag	NLRP3 yeast inh	beta cell repl	tim10-1 inh	TIM10 inh	tim23-1 inh	APJ antag	NR3A LBD binder	MPTP inh
COc1cc(C2C(C#N)=C(N)Oc3cc(C)oc(=O)c32)cc2c1OCO2 (stereo not given)	-2	16	1	2	-11	-13	-3	-1	1.1
CN1CCN(S(=O)(=O)c2cccc(C(=O)Oc3cccc(Br)c3)c2)CC1	6	9	0	41*	23	49	6	0	-0.8
CCSc1nc2ccccc2c(=O)n1OCC(=O)OC	-4	12	-1	30	-9	23	15	1	-0.8
CC1(C)C2CC=C(/C=N/NC(=S)NCCc3ccccc3)C1C2 (stereo not given)	-5	24	-5	20	36	20	-1	-3	-0.9
Cc1nnc(SCCCOc2ccccc2)nc1C	-3	27	2	2	-1	8	6	0	0.7
Cc1ccc(C)n1NC(=O)c1ccc([N+](=O)[O-])cc1	2	-1	-3	13	7	11	-2	-1	-0.3
CCS(=O)(=O)N1Cc2ccccc2CC1C(=O)Nc1ccc(C)cc1 (stereo not given)	-2	8	-3	12	11	26	-7	-1	-0.7
COc1ccc(NC(=O)CN(C)C(=O)c2cc(-c3ccco3)nc3ccccc23)cc1	-2	-3	-3	17	3	4	13	2	-0.9
CC(c1ccccc1)C1C(C#N)=C(N)OC2=C1C(=O)CCC2 (stereo not given)	-4	7	-2	10	11	18	17	-2	-0.4
CCn1c(CC(=O)Nc2ccccc2F)nnc1SCC(=O)NC1CCCC1	2	-3	0	5	-7	13	-1	1	8.2
O=C(NCCc1ccccc1)C(=O)c1c(-c2ccccc2)cc2ccccn12	-2	18	0	51*	27	53*	8	2	0.3
COCCN(CCOC)C(=O)CC(=O)N(CCOC)CCOC	0	16	-2	-23	0	-8	0	0	2.5
COC(=O)c1ccc(S(=O)(=O)N2CCCCCC2)cc1	-8	43	-2	18	8	14	3	0	-0.6
CCc1csc(CCNC(=O)C2CCC(=O)N(CCc3cccc(F)c3)C2)n1 (stereo not given)	1	14	1	-3	9	6	0	2	0.2
CCOc1c(CNc2nnnn2C)cccc1OC	-3	19	1	6	-10	20	6	0	-1.0
CCc1cccc(CC)c1NC(=O)CN1CCc2cc(OC)c(OC)cc2C1	-1	-3	-4	22	0	22	-3	.	1.0
CC(/C=C/c1ccco1)=N/NC(=O)c1ccc(C)nc1	2	6	2	5	8	5	18	8	0.2
Cc1cccc(S(=O)(=O)c2c(N)n(/N=C/c3cccnc3)c3nc4ccccc4nc23)c1	5	11	-1	29	22	27	-3	45*	0.3
CN(C)C(=O)c1cc(C(=O)Cc2ccccc2)c[nH]1	2	5	-2	18	-9	6	-8	-2	-0.2
Cc1ccc(C(=O)OCC(=O)NCCN2C(=O)CSC2=O)cc1[N+](=O)[O-]	-5	5	2	-13	7	-2	15	1	-0.3
Cc1ccc(/C=N/NC(=O)Cc2cccn2C)cc1	0	14	2	-15	-9	1	0	1	0.3
CCc1cc(=O)oc2cc(OC(C)C(=O)NCc3ccccn3)ccc12 (stereo not given)	-1	1	-4	12	-4	-6	16	-3	-1.1
Clc1cccc(-c2nn3c(Cn4cnc5ccccc54)nnc3s2)c1	-2	21	1	16	-4	9	14	-5	-0.5
O=C(COC(=O)c1ccccc1NCc1ccco1)Nc1ccc2c(c1)OCO2	-1	13	-3	2	-7	19	6	-3	-0.1
COc1cccc(/C=C2\Oc3cc(OCC(=O)N4CCC[C@H]4C(=O)O)ccc3C2=O)c1	0	13	-2	-3	3	11	-9	0	0.6
CN1CCN2c3ncccc3Cc3ccccc3[C@@H]2C1	-6	4	-3	4	-7	9	16	-2	0.5
CS(=O)(=O)Nc1nc2n(n1)C(c1ccccc1)C=C(c1ccc(Br)cc1)N2 (stereo not given)	-1	0	-1	29	19	25	-27	2	-2.0
Cc1ccc(NC(=O)CSc2nc3nc(C)cc(C)c3c(=O)[nH]2)cc1	0	10	0	4	0	0	-3	0	-1.2
CCN1CCN(c2nc3c(C)cccn3c(=O)c2/C=C(\C#N)C(=O)NCCOC)CC1	-1	8	-3	27	-2	7	-7	0	-0.4
COc1ccc(/C=N/NC(=O)c2cc(C)n(-c3ccccc3)c2C)cc1OC	0	14	4	-7	30	49	-12	-1	0.5
NC(=S)Nc1cccc2cccnc12	0	35	-1	21	4	23	-39	0	-1.6
CCCNC(=O)C(Cc1ccccc1)NS(=O)(=O)c1ccc2c(c1)c(=O)n(C)c(=O)n2C (stereo not given)	-3	4	1	-11	-6	-14	14	0	0.6
CC(C)Oc1cc(C(=O)NC2CCCCC2)c2ccccc2n1	21	22	-2	-1	-26	7	-9	0	0.5
CCOC(=O)CC[C@H](NC(=O)Cn1cnc2c(NCc3ccccc3)ncnc21)C(=O)OCC	.	.	.	-10	-9	25	.	2	-0.5
O=c1c2oc3ccccc3c2ncn1Cc1ccc(F)cc1	-2	11	-2	16	-13	-4	7	0	1.1
CCC(=O)NC(=S)Nc1ccc(NC(=O)COc2ccc(Cl)c(C)c2)cc1	3	0	-1	23	12	16	-10	-2	-0.3
CC(C)(C)OC(=O)NCCCC[C@H](NC(=O)c1nc[nH]c1C(=O)NC1CCN(C(=O)OC(C)(C)C)CC1)C(=O)OC(C)(C)C	-2	31	-8	5	13	15	3	-10	-1.5
Cc1cc(NC(=O)CCN2CCCCC2)ccc1Br	-2	17	-3	0	-8	11	6	-1	0.3
CCCCC1=CC2=CC(=O)C(C)(OC(=O)CC)C(=O)C2=CN1c1ccccc1 (stereo not given)	75*	12	-6	6	0	12	-39	-1	0.0
O=C(c1csc2c1CCCCC2)N1CCN(c2ncccn2)CC1	2	32	-2	13	19	37	14	.	-2.1
CCCOc1cc(C)c(S(=O)(=O)NCCOC)cc1C	-2	22	-2	21	-8	20	7	-1	3.3
CCCOc1ccc(NC(=O)C2CC(=O)N3CCCN=C3S2)cc1 (stereo not given)	-4	7	-2	24	4	11	13	0	-1.1
COCCNC(=O)COc1ccc(N(C)S(=O)(=O)c2ccc3ccccc3c2)cc1	0	10	-5	21	20	19	2	0	0.4
CCCN(CC(=O)Nc1ccccc1OC)C(=O)c1cc(-c2cccs2)nn1-c1ccccc1	3	11	-8	9	-11	23	19	4	-3.0
CCn1c(CSc2nncn2-c2ccc(OC)cc2)nc2cc(S(=O)(=O)N(C)C)ccc21	-3	4	0	7	22	9	2	-3	1.7
Cc1ccccc1S(=O)(=O)Cc1ccc(C(=O)NCc2cccnc2)o1	-3	0	-1	7	-5	6	10	1	2.4
O=C(Cc1cccs1)N1CCN(S(=O)(=O)c2ccc(Cl)c(C(F)(F)F)c2)CC1	-3	21	2	21	-2	34	8	0	0.0
CCOC(=O)C1=C(C)N(CCCC(=O)O)C(=O)NC1c1ccc2ccccc2c1 (stereo not given)	-5	10	5	4	9	13	-2	-2	-1.0
CC(=O)c1ccc(NC(=O)c2noc(C(C)C)c2[N+](=O)[O-])cc1	1	9	-3	11	28	37	-4	1	1.4
CC(C)N1C(=O)c2ccc(C(=O)O)cc2C1=O	-1	-8	-3	-9	-7	-3	11	-1	0.1

A second format for some results above.
compound,APJ ag,NLRP3 yeast inh,beta cell repl,tim10-1 inh,TIM10 inh,tim23-1 inh,APJ antag,NR3A LBD binder,MPTP inh
CCCOc1ccc(NC(=O)C2CC(=O)N3CCCN=C3S2)cc1 (stereo not given),-4,7,-2,24,4,11,13,0,-1.1
COCCNC(=O)COc1ccc(N(C)S(=O)(=O)c2ccc3ccccc3c2)cc1,0,10,-5,21,20,19,2,0,0.4

The list continues:
SMILES	APJ ag	NLRP3 yeast inh	beta cell repl	tim10-1 inh	TIM10 inh	tim23-1 inh	APJ antag	NR3A LBD binder	MPTP inh
COCCNC(=O)C(c1ccc(Cl)cc1)N(C(=O)CCC(=O)Nc1ccccn1)C1CCCC1 (stereo not given)	-3	-3	-3	1	-9	10	4	0	0.8
Cc1cccc(C)c1NC(=O)c1cccc2c1-c1ccccc1C2=O	-5	1	0	8	7	6	2	-3	0.1
CCN(CC(=O)NCc1ccc(F)cc1)C(=O)c1ccc2c(c1)OCO2	-2	0	1	-2	4	0	4	2	0.9
O=C(NCc1ccccn1)c1nc(Cn2cc([N+](=O)[O-])cn2)no1	-1	16	0	-17	7	-4	12	-1	0.0
Cc1ccc(Nc2nnc(SCC(=O)NC3CCS(=O)(=O)C3)s2)c(C)c1 (stereo not given)	-1	-7	-4	4	-18	27	-7	-2	1.3
CCc1nc2ccccc2c(C(=O)Nc2cc(C)ccc2C)c1C	0	8	5.8*	34	-3	23	4	0	1.8
O=C(CCNS(=O)(=O)c1ccccc1)NCCSc1ccc(Br)cc1	-4	-4	-1	-7	-13	1	3	-2	0.7
C[C@@H](C(=O)Nc1ccc2c(c1)OCCO2)n1c(=O)[nH]c2ccccc2c1=O	2	9	-4	-10	4	5	7	0	-1.4
Cc1ccnc(N2CCN(C(=O)CSc3nc4ccccc4nc3N3CCC(C)CC3)CC2)c1	-6	22	-6	2	5	18	6	0	-2.0
CC(C)N(Cc1nc(-c2ccc(Cl)cc2)no1)C(=O)CN(C)S(=O)(=O)c1ccc(Cl)cc1	-4	5	-4	36	30	49	9	-5	-0.8
Cc1cc(C(=O)CSc2nc3ccc(Cl)cc3[nH]2)c(C)n1C	-1	10	-3	20	12	21	7	-2	0.5
O=C(Nc1ccccc1)C1=C(N2CCOCC2)/C(=C/c2cccnc2)CC1	-1	11	-3	-4	-4	11	-14	-7	-1.0
O=c1[nH]c(N/N=C/c2ccccc2)nc2ccccc12	-1	25	-4	44*	41*	39	4	-1	-0.1
O=C(/C=C/c1cccs1)Nc1cccnc1	2	9	0	13	9	6	8	-55	-2.0
COC(=O)c1ccc(NC(c2ccc(Cl)cc2)P(=O)(OC)OC)cc1 (stereo not given)	-2	12	-2	12	-13	19	-8	0	-0.6
Cc1ccc(C2=NN3C(C(=O)c4ccccc4)Oc4ccccc4C3C2)cc1 (stereo not given)	3	17	-5	20	34	21	46*	1	0.6
CC(C)Cc1nc(SCC(=O)Nc2ccc(S(N)(=O)=O)cc2)n[nH]1	-3	3	-2	-19	-12	14	-9	3	0.0
CCc1ccc(-c2cc(C)no2)cc1S(=O)(=O)Nc1ccc(C)cn1	5	7	-1	18	3	19	18	-2	-0.8
COC(=O)c1ccccc1NC(=O)/C=C/C(=O)O	1	-5	1	2	-6	8	-16	-2	-0.9
CCCC(=O)NC1C2CC3CC(C2)CC1C3 (stereo not given)	4	32	0	0	5	13	6	3	0.2
O=C(CCN1C(=O)C2CCCCC2C1=O)N1CCN(S(=O)(=O)c2ccccc2)CC1 (stereo not given)	-1	7	-1	-2	4	7	3	2	-0.9
CC(C)(C)n1nnnc1C(c1cccnc1)N1CCN(c2ccccc2)CC1 (stereo not given)	-4	8	-2	-67	-99	-457	-1	-1	-5.0
O=C(C1COc2ccccc2O1)N1CCN(Cc2ccccc2)CC1 (stereo not given)	-4	11	0	-22	-5	8	-12	-1	-1.8
CCc1ccc(NC2CC(=O)N(CCc3ccc(OC)c(OC)c3)C2=O)cc1 (stereo not given)	0	18	1	22	-6	29	-2	-2	1.8

Complete entries from above. Screens in order: APJ ag | NLRP3 yeast inh | beta cell repl | tim10-1 inh | TIM10 inh | tim23-1 inh | APJ antag | NR3A LBD binder | MPTP inh
`Cc1cccc(S(=O)(=O)c2c(N)n(/N=C/c3cccnc3)c3nc4ccccc4nc23)c1` in the list: 5 | 11 | -1 | 29 | 22 | 27 | -3 | 45* | 0.3
`C[C@@H](C(=O)Nc1ccc2c(c1)OCCO2)n1c(=O)[nH]c2ccccc2c1=O` in the list: 2 | 9 | -4 | -10 | 4 | 5 | 7 | 0 | -1.4
`CCc1nc2ccccc2c(C(=O)Nc2cc(C)ccc2C)c1C` in the list: 0 | 8 | 5.8* | 34 | -3 | 23 | 4 | 0 | 1.8
